Assay outcomes: PubChem, Sanford-Burnham Center for Chemical Genomics
CXCR6 block = CXCR6 receptor inhibitors, primary screen, cell-based, beta-arrestin, luminescence, CHO-K1 PathHunter, 1536-well; AID 602244, 2012; hit rate 0.36% among 360,000; inhibition, % at 20 µM; C-X-C chemokine receptor type 6 (Homo sapiens), O00574; in the data active means inhibition above about 34%, passing the limit was not always enough;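 further: antagonist mode with CXCL16 agonist at 10 nM final; 0% = 10 nM CXCL16 with DMSO and 100% = unstimulated wells without agonist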
Target sequence (O00574 whole entry, looked up): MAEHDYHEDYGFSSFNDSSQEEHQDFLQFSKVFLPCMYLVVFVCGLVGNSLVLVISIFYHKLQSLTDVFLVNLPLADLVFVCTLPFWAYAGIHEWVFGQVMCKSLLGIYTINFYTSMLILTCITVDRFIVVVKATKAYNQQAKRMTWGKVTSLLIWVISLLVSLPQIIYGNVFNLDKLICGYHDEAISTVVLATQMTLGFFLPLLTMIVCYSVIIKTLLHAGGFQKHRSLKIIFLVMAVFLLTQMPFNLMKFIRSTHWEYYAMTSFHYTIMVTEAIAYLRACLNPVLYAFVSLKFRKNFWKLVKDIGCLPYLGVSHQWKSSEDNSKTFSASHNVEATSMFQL
EBI2 block = EBI2 receptor antagonists, beta-arrestin recruitment, primary screen, cell-based, luminescence, 7a,25-OHC stimulation, uHTS; G-protein coupled receptor 183 (Homo sapiens), P32249; AID 651636, 2012; hit rate 0.81% among 360,000; 7a,25-OHC stimulated; inhibition, % at 5 µM; in the data active means inhibition above about 38%;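 further: enzyme fragment complementation signal reports receptor beta-arrestin coupling in cells; 0% = agonist plus DMSO wells and 100% = wells without agonist; some results beyond the cut were filed as inactive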
Target sequence (P32249 whole entry, looked up, the tested form may be a part): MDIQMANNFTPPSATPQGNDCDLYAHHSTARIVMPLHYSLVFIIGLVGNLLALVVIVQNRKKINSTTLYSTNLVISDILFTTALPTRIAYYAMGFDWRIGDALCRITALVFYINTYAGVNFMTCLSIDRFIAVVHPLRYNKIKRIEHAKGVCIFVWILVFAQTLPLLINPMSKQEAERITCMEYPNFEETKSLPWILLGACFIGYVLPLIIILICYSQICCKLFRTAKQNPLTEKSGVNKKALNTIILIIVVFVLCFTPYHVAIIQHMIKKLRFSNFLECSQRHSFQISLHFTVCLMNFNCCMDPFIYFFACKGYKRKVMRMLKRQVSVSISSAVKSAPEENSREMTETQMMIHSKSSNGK
Active calls of the source: *. This is a subset (hit frequency here may not be typical).

CXCR6 block	EBI2 block	canonical_smiles
3	-7	CCNC(=O)C1CCCN(C(=O)c2cnc3ccccc3n2)CC1 (stereo not given)
1	-18	CCCS(=O)(=O)NC(=O)C1(C)CCCN(C(=O)c2c(OC)cccc2OC)C1 (stereo not given)
2	25	O=C(c1ccc(-c2ccccc2)cc1)N1CCC2CC1c1cc(-c3ccc4c(c3)OCO4)ccc12 (stereo not given)
-3	4	CC1(C(=O)NS(=O)(=O)Cc2cccc(Cl)c2)CCN1C(=O)CCc1cccs1 (stereo not given)
2	2	Cc1cc(F)cc(-c2cc(C(=O)NCc3ccc(C(F)(F)F)cc3)[nH]n2)c1
12	1	COc1ccccc1-c1n[nH]nc1C1=CC(=O)C[C@H](c2ccc(F)cc2)C1
-6	-4	CC1C(=O)N(Cc2cn(CCC3OCCCO3)nn2)CCS(=O)(=O)N1Cc1ccc(-c2ccc(F)nc2)cc1 (stereo not given)
5	-5	CCCCN1C[C@H](c2ccccc2)[C@@H](CC(=O)NC)C1=O
8	4	C[C@@H]1CN([C@H](C)CO)S(=O)(=O)c2ccc(Br)cc2O[C@@H]1CN(C)C(=O)Nc1ccc(C(F)(F)F)cc1
5	0	COc1cc(OC)cc(C(=O)OCC(=O)NC2CCCCCCC2)c1

The results go on:
CXCR6 block	EBI2 block	canonical_smiles
-10	-5	Cc1cccc(NC(=O)c2nc[nH]c2C(=O)NC[C@H](C)O)c1
-3	1	CC(=O)NCCNc1nc2cc(-c3ccsc3)sc2c(=O)n1C
6	-2	CC(=O)Nc1ccc(S(=O)(=O)NCc2ccc(C(=O)NCCN(C)Cc3ccccc3)cc2)cc1
-8	-2	CCCc1cc(=O)oc2c3c(cc(OCC(=O)N4CCC(C(=O)O)CC4)c12)OC(C)(C)CC3
2	0	C[C@H]1CN([C@@H](C)CO)C(=O)c2c(c3ccccc3n2C)-c2ccccc2CO[C@H]1CN(C)Cc1cccc(F)c1
4	-5	COc1cc(OC)cc(C2=Cc3ccccc3C(CC(C)=O)N2c2ccc(C#CC3(O)CCCCC3)cc2)c1 (stereo not given)
4	-1	Cc1ccc(C(O)c2ncc(-c3ccc(F)cc3)[nH]2)c(C)c1 (stereo not given)
10	9	CCC[C@@H]1C=C(C(=O)OCC)[C@H](c2ccccc2)N1S(=O)(=O)c1ccc(C)cc1
4	-3	O=C(NCc1ccccc1)c1cc(C2CCCCN2S(=O)(=O)c2cccc3cccnc23)on1 (stereo not given)
-1	4	N#Cc1ccc(C(=O)N2CCCCC2c2cc(C(=O)Nc3ccc4c(c3)OCO4)no2)cc1 (stereo not given)

(further entries)
CXCR6 block	EBI2 block	canonical_smiles
-15	-5	CCNC(=O)Nc1cc(S(=O)(=O)N2CCOCC2)ccc1N1CCCCC1
3	16	COc1ccc(NC(=O)c2cc(C3CCCCN3C(=O)c3cc(OC)c(C)c(OC)c3)on2)c(C)c1 (stereo not given)
-7	13	COc1ccc(C(C)(O)c2nc(-c3cc(F)cc(F)c3)cs2)cc1 (stereo not given)
-2	-5	Cc1ccccc1NC(=O)Cc1nc(COC(=O)CNC(=O)c2ccc(Cl)cc2Cl)cs1
-9	7	O=C(OCc1ccccc1)N1Cc2ccnnc2CC1c1ccccc1Br (stereo not given)
0	-1	O=C(NCc1ccccc1F)C1CC(=O)N(Cc2ccco2)C1 (stereo not given)
2	-6	C[C@H](CO)N1C[C@H](C)[C@@H](CN(C)C(=O)c2ccncc2)OCc2cnnn2CCCC1=O
-3	-4	CC1(C(=O)Nc2ccc3c(c2)OCCO3)CCN1C(=O)C/C=C/c1ccccc1 (stereo not given)
1	1	CC1(C(=O)NS(=O)(=O)c2cccc(F)c2)CCN1C(=O)c1cccc(F)c1 (stereo not given)
8	0	CC(C)CN(C(=O)COC(=O)C12CC3CC(CC(O)(C3)C1)C2)c1c(N)n(Cc2ccccc2)c(=O)[nH]c1=O

Remaining list, next part
CXCR6 block	EBI2 block	canonical_smiles
-2	19	Cc1cc(C)c2c(CN3CCN(c4ccccc4F)CC3)cc(=O)oc2c1
9	-9	CC1CCN(C(=O)CCn2c(=O)oc3ccc(Cl)cc32)CC1
-4	-1	O=C(c1cnc(Cc2c[nH]c3ccccc23)c(I)c1)N1CCOCC1
-1	-3	COc1cc(C(O)c2nc(-c3cccc(C(F)(F)F)c3)cs2)ccc1F (stereo not given)
6	7	CCCCCC(=O)N1C[C@H](O)[C@@H](n2cc(C3CC3)nn2)C[C@@H]1c1ccc(OC)cc1
5	-5	CC(C)(C)Nc1c(C2CCNCC2)nc2c(OCc3ccccc3)cccn12
1	10	CCNC(=O)C1(C)CCN(C(=O)c2ccc3ccccc3c2)C1 (stereo not given)
11	-5	O=C1NN(c2ccccc2)C(=O)C1=Cc1ccccc1
-6	5	CC1(C(=O)NS(=O)(=O)c2cccs2)CCN1C(=O)c1ccccc1CCc1ccccc1 (stereo not given)
-7	20	Cc1ccccc1-c1cc2nc(Nc3ccc(F)cc3)n(C)c(=O)c2s1

(list continues)
CXCR6 block	EBI2 block	canonical_smiles
3	-1	CC(=O)Nc1ccc(CNc2nc(NCC3CC3)nc3ccsc23)cc1
-10	4	OC(c1ccc(F)cc1)c1nc(-c2cccc(C(F)(F)F)c2)cs1 (stereo not given)
0	6	O=C(Nc1ccc2c(c1)OCCO2)C(CCc1ccccc1)N(Cc1ccccc1)Cc1ccccc1 (stereo not given)
-3	0	COCCn1c(N)c(N(Cc2ccccc2)C(=O)C(C)Oc2ccc(Br)cc2)c(=O)[nH]c1=O (stereo not given)
0	-1	O=C(Nc1cccc(F)c1)c1ccc(-n2cncn2)c2ccoc12
-7	-4	COC1OCC(O)C(NC(=O)N(C)N=O)C1O (stereo not given)
-2	-12	CC[C@@H]1Cc2[nH]c(=O)[nH]c(=O)c2[C@H](c2ccc(Cl)cc2)O1
3	-2	COC(=O)CCCC[C@@H]1O[C@H](CCc2ccccc2)Cc2[nH]c(=S)[nH]c(=O)c21
6	23	CCC(c1nnnn1-c1ccc2c(c1)OCCO2)N1CCN(c2cccc(C)c2C)CC1 (stereo not given)
-6	-1	CCc1nc2ccc(C(=O)N3CCN(C(C)=O)CC3)cn2c1N(CC)C(=O)NCCc1ccccc1

16 structures from above, sorted by length of the SMILES, falling:
CXCR6 block	EBI2 block	canonical_smiles
8	0	CC(C)CN(C(=O)COC(=O)C12CC3CC(CC(O)(C3)C1)C2)c1c(N)n(Cc2ccccc2)c(=O)[nH]c1=O
6	7	CCCCCC(=O)N1C[C@H](O)[C@@H](n2cc(C3CC3)nn2)C[C@@H]1c1ccc(OC)cc1
3	-2	COC(=O)CCCC[C@@H]1O[C@H](CCc2ccccc2)Cc2[nH]c(=S)[nH]c(=O)c21
-6	-1	CCc1nc2ccc(C(=O)N3CCN(C(C)=O)CC3)cn2c1N(CC)C(=O)NCCc1ccccc1
0	6	O=C(Nc1ccc2c(c1)OCCO2)C(CCc1ccccc1)N(Cc1ccccc1)Cc1ccccc1 (stereo not given)
-6	5	CC1(C(=O)NS(=O)(=O)c2cccs2)CCN1C(=O)c1ccccc1CCc1ccccc1 (stereo not given)
-2	-12	CC[C@@H]1Cc2[nH]c(=O)[nH]c(=O)c2[C@H](c2ccc(Cl)cc2)O1
6	23	CCC(c1nnnn1-c1ccc2c(c1)OCCO2)N1CCN(c2cccc(C)c2C)CC1 (stereo not given)
-1	-3	COc1cc(C(O)c2nc(-c3cccc(C(F)(F)F)c3)cs2)ccc1F (stereo not given)
-7	20	Cc1ccccc1-c1cc2nc(Nc3ccc(F)cc3)n(C)c(=O)c2s1
-4	-1	O=C(c1cnc(Cc2c[nH]c3ccccc23)c(I)c1)N1CCOCC1
3	-1	CC(=O)Nc1ccc(CNc2nc(NCC3CC3)nc3ccsc23)cc1
0	-1	O=C(Nc1cccc(F)c1)c1ccc(-n2cncn2)c2ccoc12
1	10	CCNC(=O)C1(C)CCN(C(=O)c2ccc3ccccc3c2)C1 (stereo not given)
11	-5	O=C1NN(c2ccccc2)C(=O)C1=Cc1ccccc1
-7	-4	COC1OCC(O)C(NC(=O)N(C)N=O)C1O (stereo not given)

(next part)
CXCR6 block	EBI2 block	canonical_smiles
-2	-6	O=C(NCCN1CCC(n2c(=O)[nH]c3ccccc32)CC1)C(c1ccccc1)c1ccccc1
3	-13	CN(C)CCNc1ncnc2c1ncn2[C@H]1CN(Cc2ccncc2)C[C@@H](CO)O1
4	-12	CC(C)NC(=O)N(C)C[C@@H]1Oc2cc(Br)ccc2S(=O)(=O)N([C@@H](C)CO)C[C@H]1C
1	24	FC(F)C(F)(F)Oc1cccc(Nc2nccn3c(-c4ccc5ccccc5c4)cnc23)c1
-6	-5	Cc1cc(Br)cn2c(Cc3ccccc3C(F)(F)F)c(C3CCCCC3)nc12
-1	10	CC(=O)CC1c2cc(F)ccc2C=C(c2ccsc2)N1c1ccc(-c2cccnc2)cc1 (stereo not given)
-6	4	C[C@@H]1CCCCO[C@@H](CN(C)Cc2ccc(Cl)c(Cl)c2)[C@@H](C)CN([C@H](C)CO)C(=O)c2cc(NC(=O)Nc3ccccc3)ccc2O1
0	-9	Clc1cccc(-c2nc3ccc(Br)cn3c2Cc2ccccc2)c1
-3	10	CC(=O)OC[C@@H]1CN(Cc2ccccc2)C[C@H](n2cnc3c(NC4CC4)ncnc32)O1
11	0	CC(C)C[C@H]1CNC(=O)C(=O)N1C[C@@H]1CCCN1C[C@H](Cc1ccccc1)N1C[C@H](CC(C)C)N(CC2CCCCCC2)C(=O)C1=O

Continuation:
CXCR6 block	EBI2 block	canonical_smiles
0	2	CCC(=O)N1CCC1(C)C(=O)Nc1ccc(OC)c(OC)c1 (stereo not given)
2	-1	COc1ccc(NC(=O)C2Cc3c(-c4cccc(C(N)=O)c4)ccnc3O2)cc1 (stereo not given)
-4	8	CCNC(=O)c1cc2c(c(-c3cccc(-c4ccccc4F)c3)n1)[C@@H](CCO)N(C(=O)CC)C2
-5	0	O=C(CN1CCN(C(=O)CNC(=O)c2ccc(-c3ccccc3)cc2)CC1)Nc1ccccc1Cl
5	4	Cn1c(=O)c2c(ncn2CC(=O)OCC(=O)c2ccc(OC(F)F)cc2OC(F)F)n(C)c1=O
-4	-7	FC(F)(F)c1nc2nccnc2[nH]1
0	-1	NC[C@H]1O[C@@H](n2ccc(N)nc2=O)[C@H](O)[C@@H]1O
1	-2	CC(=O)c1cc2cccc(OC3(C)CCN(Cc4ccc(-c5ccccn5)cc4)C3)c2o1 (stereo not given)
10	15	CC(=O)Nc1ccc2sn(-c3ccccc3)c(=O)c2c1
-2	-14	Cc1ccc(N(CC(=O)NC(C)C)C(=O)CCC(=O)Nc2ccccn2)c(C)c1

Next section
CXCR6 block	EBI2 block	canonical_smiles
-3	-2	C=CCN(CC=C)Cc1cc(=O)oc2cc(C)cc(C)c12
-10	7	CCCCC1Cc2[nH][nH]c(=O)c2C(c2ccc(F)cc2)O1 (stereo not given)
7	-3	C[C@@H]1CN([C@H](C)CO)C(=O)CCCn2nncc2CO[C@H]1CN(C)S(=O)(=O)c1ccc2ccccc2c1
5	1	O=C(CSc1nnc(-c2ccncc2)n1C1CC1)c1cccs1
-8	-13	CCOCc1nc2nc(Cl)c(Cl)nc2[nH]1
-6	-6	CCCCNC(=O)C1(C)CCC(=O)N1c1cc(C(C)(C)C)nn1C (stereo not given)
11	-1	COc1ccccc1-c1cnc(C(O)c2cccc(C)c2C)[nH]1 (stereo not given)
2	3	Cc1cnc(C=O)c2cccc([N+](=O)[O-])c12
-1	13	COC(=O)[C@]12CCCCC=C1N(CCC1=CCCCC1)C(=O)[C@H](CC(=O)N1CCSCC1)C2
-5	1	COc1ccc(C(=O)OCc2cc(=O)oc3c(C)c(C)ccc23)cc1S(=O)(=O)N1CCOCC1

(continued)
CXCR6 block	EBI2 block	canonical_smiles
0	2	OCCN1CCN(c2ncnc3c2ncn3[C@H]2CN(Cc3ccncc3)C[C@@H](CO)O2)CC1
0	-7	CC(C)(C)S(=O)N1Cc2cc(C(=O)NCCCN3CCOCC3)nc(-c3cccc(-c4cc5ccccc5o4)c3)c2[C@H]1CCO (stereo not given in full)
2	-13	COc1ccc(C2CC(=O)Nc3cc(OC)c(OC)cc32)cc1 (stereo not given)
-9	7	COc1c(C)cc(C(O)c2ncc(-c3ccccc3)[nH]2)cc1C (stereo not given)
-4	3	O=C(c1ccccc1)N(CCCn1ccnc1)C(c1ccccc1)c1nc2ccccc2[nH]1 (stereo not given)
5	-3	CCN(c1ccccc1)S(=O)(=O)c1ccc(OC)c(NC(=O)c2ccco2)c1
-8	-5	CCc1ccc2cc(C)cnc2n1
1	-1	O=C(OCc1cn([C@@H]2C[C@H](c3ccccc3)N(C(=O)C3CCCCC3)C[C@H]2O)nn1)c1ccccc1
-4	-12	NC(=O)CCC(NC(=O)OCc1ccccc1)C(=O)OCC(=O)c1ccccc1 (stereo not given)
11	26	COCOCCn1cc(CN2CCS(=O)(=O)N(Cc3ccc(-c4ccc(Cl)c(Cl)c4)cc3)C(C)C2=O)nn1 (stereo not given)
-5	-8	CCCNC(=O)C1(C)CCCN(Cc2c3ccccc3nn2C)C1 (stereo not given)
-2	9	COC(=O)[C@@]1(Sc2ccc(C)cc2)CC(=O)N[C@@H]1c1ccc(C(F)(F)F)cc1
9	33	CCC(c1nnnn1-c1ccc2c(c1)OCCO2)N1CCN(c2cc(C)ccc2C)CC1 (stereo not given)
